Assay outcomes deposited in PubChem BioAssay by several laboratories.
MEKK3 PB1 HTS: raises or lowers MEK5 binding to the human MEKK3 PB1 domain; bead-based flow cytometry, Alexa488-MEK5 binding to MEKK3; actives lie on both sides; 0 = blocked by unlabeled MEK5, 100 = vehicle; Q99759; AID 1529; binding response (% of control), % at 10 µM; actives 1.4% (n = 290,000);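 active = binding response more than 3 SD above or below the average of its plate-row segment, actives on both sides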;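 also: Alexa488 bead fluorescence after subtracting the streptavidin-only scavenger bead signal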
Target sequence (Q99759 whole entry, looked up, the tested form may be a part): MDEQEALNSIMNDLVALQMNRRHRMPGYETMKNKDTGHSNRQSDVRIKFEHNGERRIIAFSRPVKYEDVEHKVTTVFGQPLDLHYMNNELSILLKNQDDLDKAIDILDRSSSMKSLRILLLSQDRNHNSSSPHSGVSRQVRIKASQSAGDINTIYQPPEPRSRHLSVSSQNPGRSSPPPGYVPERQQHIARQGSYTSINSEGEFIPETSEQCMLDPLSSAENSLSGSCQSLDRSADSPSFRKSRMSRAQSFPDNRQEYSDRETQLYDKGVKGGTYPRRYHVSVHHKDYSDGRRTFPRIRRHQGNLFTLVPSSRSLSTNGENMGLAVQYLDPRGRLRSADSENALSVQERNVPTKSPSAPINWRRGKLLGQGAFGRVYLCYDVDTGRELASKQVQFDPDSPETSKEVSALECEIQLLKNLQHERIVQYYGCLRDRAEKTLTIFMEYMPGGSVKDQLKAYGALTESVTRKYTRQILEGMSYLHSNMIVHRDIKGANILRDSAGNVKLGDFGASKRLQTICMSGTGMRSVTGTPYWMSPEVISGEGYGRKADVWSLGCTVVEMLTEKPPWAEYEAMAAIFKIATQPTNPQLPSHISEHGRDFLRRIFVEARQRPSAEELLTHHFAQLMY
CRFBP-R2 block: blocks CRF-induced signaling of the CRF-BP/CRF-R2 complex | HEK293 CRF-R2/CRF-BP, CRF-induced calcium fluorescence | inhibition, % at 11.8 µM | actives 0.59% (n = 350,000) | AID 588475;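 active = inhibition of the ligand-induced calcium signal above about 50% at the single tested concentration, limit read from the data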
CRFBP-R2 agonist: agonists of human CRF-binding protein/CRF-R2 receptor complex; AID 588473; HEK293 CRF-R2/CRF-BP, calcium dye fluorescence (FLIPR); percent of saturating CRF peptide response; activation, % at 13.2 µM; actives 0.46% (n = 350,000);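 active = activation of at least 50%, plus an integration ratio under a set limit after plate pattern correction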;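 also: plate controls were neutral control wells without compound for no effect and CRF at EC100 for full effect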
FID counter: displaces DNA intercalator in HCV helicase counter-screen; AID 1845; inhibition, % at 7.9 µM; DNA fluorescent intercalator displacement, fluorescence; actives 0.17% (n = 290,000); in the data active = inhibition above about 37%;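 also: 0% = vehicle and 100% = reference compound; higher means more ethidium bromide displaced from hairpin DNA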
MEKK2mut PB1 HTS: signal of MEK5 binding to mutant human MEKK2 PB1 domain. percent response, % at 10 µM. actives 0.35% (n = 290,000). bead flow cytometry, Alexa488-MEK5 binding to MEKK2 mutant. AID 1530; in the data active = percent response above about 24%, passing the limit was not always enough; also: inactives centre near 1; some results filed as inactive read as strong as hits
MEKK2wt PB1 HTS: raises or lowers MEK5 binding to wildtype human MEKK2 PB1 domain; Q9Y2U5; bead flow cytometry, Alexa488-MEK5 binding to MEKK2 WT; actives lie on both sides; binding response (% of control), % at 10 µM; actives 1.1% (n = 290,000); in the data active = binding response below about 67% or above about 130%
UBC9 SUMO inh: SUMOylation inhibition. actives 0.36% (n = 290,000). inhibition, % at 35 µM. HTRF SUMOylation assay, SAE1/SAE2 + UBC9, in vitro. AID 2006; in the data active = inhibition above about 50%, passing the limit was not always enough; also: strong numbers were not always called active
Target sequence (P63279 whole entry, looked up): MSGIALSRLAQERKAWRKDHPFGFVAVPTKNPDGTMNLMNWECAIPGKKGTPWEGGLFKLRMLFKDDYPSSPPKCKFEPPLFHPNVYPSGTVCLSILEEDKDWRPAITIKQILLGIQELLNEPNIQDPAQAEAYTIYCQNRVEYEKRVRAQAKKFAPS
GalR3 antag: human GalR3 antagonism | AID 651719 | inhibition, % at 3 µM | HEK293 GalR3-CNG cAMP membrane potential fluorescence; galR3 body fused to GalR1 C-terminus | actives 0.44% (n = 360,000);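 active = inhibition above the screen-wide average plus 3 SD, cut at about 13% in these data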;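 also: forskolin and galanin both at EC90 stimulate the cells; cAMP rise reported by CNG channel membrane potential dye signal; 0% = forskolin plus galanin with DMSO and 100% = forskolin alone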
HCV NS3 hel inh: HCV NS3 helicase inhibition; NS3 helicase DNA unwinding, Cy5 molecular beacon fluorescence; inhibition, % at 10.9 µM; actives 0.56% (n = 290,000);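 active = inhibition above the mean of all tested compounds plus 3 SD, set per campaign, cut at about 35% in these data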;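 also: 0% = DMSO wells and 100% = thioflavine S control wells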
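assay system = NS3 helicase fragment of HCV | buffer or medium = MOPS pH 6.5, MgCl2, DTT, Tween20, BSA | timing = 60 min unwinding reaction at 25 °C after ATP addition | signal = Cy5 beacon fluorescence read at start and 1 h | read-out basis = % inhibition of unwinding | control set = low DMSO, high thioflavine S at 110 µM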
Active calls of the source: *; x = not tested or not shown; & = joins results of further samples. Some of the compounds tested. The share of hits here may be higher or lower than overall.

SMILES,MEKK3 PB1 HTS,CRFBP-R2 block,CRFBP-R2 agonist,FID counter,MEKK2mut PB1 HTS,MEKK2wt PB1 HTS,UBC9 SUMO inh,GalR3 antag,HCV NS3 hel inh
CCOC(=O)NC(NC(=S)Nc1ccc(OC)cc1)C(Cl)(Cl)Cl (centres undefined),109,23,-0.4,-8,4,108,1,-4,7
COc1ccc(S(=O)(=O)Nc2cccc(S(=O)(=O)N3CCCCCC3)c2)cc1,100,-15,-2.4,-14,8,118,-13,-2,-2
c1cn2c(Nc3ccc4c(c3)OCCO4)c(-c3ccc(N4CCOCC4)cc3)nc2cn1,98,-1,-8.4,-23,-2,90,-1,7,0
Cc1cccc(Nc2nc(N)nc(CSC(=S)N3CCOCC3)n2)c1,103,-24,3.4,1,15,107,14,0,-2
CNc1nc(N)c([N+](=O)[O-])c(NCCO)n1,99,-13,0.2,0,-2,103,-10,-5,-5
COCc1cc(C)n(CC(=O)OC)c(=O)c1C#N,93,5,-1.2,-3,0,99,23,-4,2
CCn1c(Cc2ccc(OC)cc2)nnc1SCC(=O)N1CCN(c2ccccc2)CC1,x,0,-1.3,-35,x,x,-4,-6,2
CCCc1cc(=O)oc2c(C)c(OCC(=O)NC3CCN(Cc4ccccc4)CC3)ccc12,104,-2,-1.1,15,10,118,8,0,-3
CN1CCc2c(c3c(n2C)CCN(C)[C@@H]3c2cccnc2)[C@H]1c1cccnc1,101,23,-0.8,5&4,-3,95,-32&-6,-3,3&-6
CCOc1ccc(S(=O)(=O)N2CCC(C(=O)N3CCN(c4ccccc4)CC3)CC2)cc1,91,19,-1.7,-6,-13,86,-13,-2,-4
Cc1ncn(-c2ccc(C(=O)Oc3ccccc3)cn2)n1,98,-1,0.5,-5,-1,101,5,-1,1
COc1ccc(Cl)cc1NC(=O)COC(=O)C(CC(C)C)N1C(=O)C2CC=CCC2C1=O (centres undefined),99,-17,2.1,-28,17,100,-6,-3,-2
COc1ccc(CNC(=O)CCN2C(=O)c3ccncc3C2=O)cc1OC,96,4,1.1,3,-3,94,-6,-1,4
CC(C)(C)n1nc2c(c1NC(=O)c1ccc(F)c(F)c1)CS(=O)(=O)C2,97,21,0.1,-5,-3,97,12,-4,1
CCOc1ccccc1-c1nc(CN2CCCN(C(=O)c3ccco3)CC2)c(C)o1,99,10,-2.1,-15,7,110,9,0,-4
CC(C)=CCC/C(C)=C/C=N/NC(=O)c1ccccc1[N+](=O)[O-],101,2,-2.8,-10,2,103,-25,-6,-6
Cc1ccc(S(=O)(=O)N2CCC(C(=O)NC3CC(C)(C)NC(C)(C)C3)CC2)cc1,93,20,0.9,10,3,100,16,-2,-2
CCn1c(=O)n(CC)c2cc(N3CCCC3)c(NC(=O)c3cc(Cl)ccc3OC)cc21,100,32,0.5,-34,-6,98,-19,6,-6
COc1ccc(Cl)cc1NC(=O)C[n+]1cccc(C)c1,94,8,0.0,9,-2,101,1,-4,12
COc1ccc(/C=C2/Sc3ccc(C(=O)NCCN4CCCCCC4)cc3NC2=O)cc1,111,-16,-0.5,27,71*,281*,-3,-1,-28
COCCNC(=O)C(=O)NCC1OCCN1S(=O)(=O)c1ccc(C)cc1 (centres undefined),96,1,3.0,-7,3,99,11,-1,7
CN(Cc1ccco1)C(=O)c1ccc(N2CCCC2=O)cc1,102,1,-0.3,-6,0,100,6,-5,-8
COc1ccc(Cl)cc1N(CC(=O)Nc1ccccc1C(=O)N1CCCC1)S(C)(=O)=O,103,-12,1.2,-28,0,103,-1,-2,-6
O=C(CN1C2CCCC1CC(NC(=O)c1ccccc1)C2)Nc1ccccc1 (centres undefined),94,-6,-1.1,6,2,92,-2,2,3
O=C(CCCCCN1C(=O)[C@@H]2Cc3ccccc3CN2C1=O)Nc1ccccc1F,95,-2,-1.8,-43,0,95,-12,-7,31
CCOc1cccc(-c2nnc3sc(COc4ccc(Cl)cc4)nn23)c1,103,-19,2.8,0,9,99,15,6,-4
COc1ccc(C2=NOC(Cn3nc(C(=O)O)cc3-c3ccccc3)C2)cc1 (centres undefined),101,-3,-0.5,-49,1,91,10,-4,33
O=C(NCc1cc2ccccc2[nH]1)c1ccccc1F,102,7,-1.1,-2,-1,101,7,-12,0
Cc1nn(C(=O)c2ccco2)c(C)c1Sc1ccc(Cl)cc1,106,-21,0.8,-3,0,103,-12,-1,-1
CCCN1CCC(=O)N(CCSc2ccc(C)cc2)CC1,96,5,-2.0,x,1,95,8,-1,x
CCOC(=O)c1c(C)nc2sc3c(=O)n(-c4ccc(C(C)=O)cc4)cnc3c2c1-c1ccc(OC)cc1,102,2,0.7,-1,0,99,2,-3,8
COc1cccc(-n2cc(CNCc3cn(C)nc3-c3ccccc3F)cn2)c1,105,-21,-0.8,2,8,113,16,-2,-4
COc1ccc(NC(=O)CN2C(=O)NC(c3ccccc3)(c3ccccc3)C2=O)cc1OC,102,-15,0.1,-23,-2,100,-38,-8,-32
O=C(NCC(=O)N(Cc1ccco1)C(C(=O)NC1CCCCC1)c1ccncc1)c1cccs1 (centres undefined),82,-4,1.0,-23,-7,100,2,-5,9
CCN(CC)c1ccc(NC(=O)CC2Oc3ccccc3NC2=O)c(C)c1 (centres undefined),112,13,-0.1,-10,5,110,-15,-5,2
Cc1[nH]n(-c2ccccc2)c(=O)c1N=Nc1cccc(C(=O)O)c1,105,8,-1.0,-26,3,106,-2,-6,23
N#C/C(=C/c1ccc(N2CCOCC2)o1)C(=O)NC1CCCCC1,101,-37,50*,-9,3,99,-10,-6,10
Cc1ccc2c(C)c(C(=O)N(C)C(C)c3ccon3)oc2c1C (centres undefined),101,-1,-2.2,-39,6,105,16,-5,-6
CS(=O)(=O)c1nc(S(=O)(=O)c2ccc(Cl)cc2)c(NCc2ccccn2)s1,100,3,-0.4,-6,0,103,0,-8,-16
O=C1CN(c2ccccc2)C(=S)N1C(=O)c1ccc(Br)cc1,92,3,0.1,-16,-4,91,20,-6,30
CCCS(=O)(=O)N1CCCC(C(=O)NCc2ccco2)C1 (centres undefined),96,18,-0.1,-2,-3,95,-14,-2,-2
C#CCNC(=O)C1=C[C@H](C(C)(C)C)C[C@H](OCc2ccc(CO)cc2)O1,103,12,-0.7,-24,2,96,3,-6,8
COc1ccc(OCCN2CCOCC2)cc1,103,7,-2.0,2,5,110,-8,-8,0
COC(=O)c1cc(NC(=O)CC2C(=O)NCCN2C(=O)c2ccccc2)cc(C(=O)OC)c1 (centres undefined),99,-2,1.0,-18,-2,99,20,0,1
CNc1nc(=S)[nH]c2ccccc12,102,2,0.4,-10,-2,98,0,0,6
O=c1c2ccccc2c(C=NCCCN2CCOCC2)c(O)n1Cc1ccc2c(c1)OCO2,98,-13,-0.9,6,3,110,-10,-3,-15
O=C(/C=C/c1ccco1)NC(=S)Nc1ccccn1,95,1,3.0,-8,-11,87,1,-4,5
O=C1c2ccccc2C(=O)C2OC12 (centres undefined),104,x,x,2,7,103,33,x,-6
CC(C)(O)C(O)COc1c2ccoc2cc2oc(=O)ccc12 (centres undefined),85,-1,-0.6,-3,1,97,16,-1,5
Cc1ccc(NC(=O)NC(=O)N(C(C)C)S(=O)(=O)c2ccc(C)cc2)cc1,82,8,0.8,11,-1,96,-3,4,-5

Compound profiles (already shown):
Profile of CC(C)(O)C(O)COc1c2ccoc2cc2oc(=O)ccc12 (centres undefined) = MEKK3 PB1 HTS = 85; CRFBP-R2 block = -1; CRFBP-R2 agonist = -0.6; FID counter = -3; MEKK2mut PB1 HTS = 1; MEKK2wt PB1 HTS = 97; UBC9 SUMO inh = 16; GalR3 antag = -1; HCV NS3 hel inh = 5
Profile of Cc1ccc(NC(=O)NC(=O)N(C(C)C)S(=O)(=O)c2ccc(C)cc2)cc1 = MEKK3 PB1 HTS = 82; CRFBP-R2 block = 8; CRFBP-R2 agonist = 0.8; FID counter = 11; MEKK2mut PB1 HTS = -1; MEKK2wt PB1 HTS = 96; UBC9 SUMO inh = -3; GalR3 antag = 4; HCV NS3 hel inh = -5

Other compounds follow.
SMILES,MEKK3 PB1 HTS,CRFBP-R2 block,CRFBP-R2 agonist,FID counter,MEKK2mut PB1 HTS,MEKK2wt PB1 HTS,UBC9 SUMO inh,GalR3 antag,HCV NS3 hel inh
COc1ccc(C(=O)NCCCOc2cccc(NC(C)=O)c2)cc1,99,3,0.0,-10,3,99,16,-1,-2
COc1ccc(C(=O)/C=C/Sc2nc3ccccc3o2)cc1,105,-1,0.1,1,5,104,13,-5,2
Cc1nn(C)c(C(=O)Nc2ccn(C34CC5CC(CC(C5)C3)C4)n2)c1[N+](=O)[O-],98,-19,-1.6,-5,-2,101,5,-4,-7
OCCCNC(=S)Nc1ccc(Nc2ccccc2)cc1,98,3,1.5,-6,-3,101,8,-4,-2
CC(=O)c1ccc(NC(=O)Nc2cccc(Cl)c2)cc1,106,-26,53*,5,8,116,5,-6,0
Cc1ccc(N(CC(=O)NC2CCC(C)CC2)S(=O)(=O)c2cccnc2)cc1 (centres undefined),98,-20,-3.5,-33,2,99,1,-3,1
CCC(=O)N(CC)Cc1cc(=O)[nH]c2ccccc12,91,6,-3.2,0,-6,90,1,-1,5
COc1ccc(Nc2ccc([N+](=O)[O-])cn2)cn1,94,6,0.0,-2,1,100,-1,-8,-1
C=C(C)c1cccc(C(C)(C)NC(=O)N(C)C2CCN(C)CC2)c1,107,-9,-1.5,9,-10,90,1,-3,18
CCOc1ccc(NC(=O)COc2ccc(S(=O)(=O)N3CCCC3)cc2)cc1,100,7,-2.5,-34,-1,97,13,-8,-13
O=C(CS(=O)(=O)c1ccccc1)N1CCCCCC1,99,8,1.1,1,-4,99,9,-2,-4
Cc1cc(C)cc(NC(=O)C/C(N)=N/O)c1,98,2,-0.6,-1,4,100,30,-2,5
COc1ccc(-n2nc(C(=O)NCC(=O)N3CCC(C(N)=O)CC3)c3ccccc3c2=O)cc1OC,98,9,-1.2,-18,-1,97,-5,-10,-13
S=C(NCc1ccco1)Nc1ccc(Cl)cc1Cl,102,28,-2.0,-1,-2,92,2,-5,-4
O=S(=O)(NCc1cccnc1)c1cccc2nsnc12,102,2,1.5,2,1,102,14,-4,-1
Cc1c(NC(=S)N/N=C/c2ccc(Br)cc2)c(=O)n(-c2ccccc2)n1C,110,-4,0.4,-32,11,109,19,1,0
COc1cccc(CNS(=O)(=O)c2ccc3c(c2)CCN3C(=O)C2CC2)c1,102,9,0.2,-9,2,99,16,-5,-8
COc1ccc(-c2noc3c2-c2nc(-c4ccc(Cl)cc4)sc2CC3)cc1,98,-4,0.3,-27,-9,93,19,-4,34
O=C(CN1CCCC1)N1c2ccccc2Sc2ccc(Cl)cc21,105,-23,-2.4,5,5,109,5,-8,-17
S=C(N/N=C/c1ccccc1Cl)Nc1cccc(Cl)c1Cl,100,0,1.4,2,5,90,17,-4,8
CC(C)N(O)C(=O)NC(C)(C)C,106,1,0.7,-3,11,113,6,5,29
COC(=O)Cc1ccc(NC(=O)c2ccc(NC(=O)c3ccco3)cc2)cc1,105,10,-1.9,-6,4,105,27,-3,7
